procasp7 counter = counter-screen: procaspase-7 (human) activation | AID 463210 | 330,000 compounds, 0.093% hits | P55210 | recombinant procaspase-7, Ac-DEVD-pNA absorbance 405 nm; D23A/D198A/D206A triple mutant, cannot self-cleave; scale: DMSO 0, 5 µM enzyme 100 | activation, % at 8.5 µM;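 active = percent activation above the screen-wide mean plus 3 SD, cut at about 25% in these data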
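signal = Epi-absorbance of released pNA at 405 nm, two timepoints | assay system = Uncleavable procaspase-7 mutant enzyme | reagent = Ac-DEVD-pNA substrate, 400 µM as added | times = 1 h enzyme–compound preincubation and 2 h substrate reaction, both 25 °C | benchmarks = low DMSO alone, high DMSO plus 5 µM PC-7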
proCasp3 act = activates human procaspase-3; activation, % at 8.5 µM; AID 463141; P42574; recombinant procaspase-3 D3A, Ac-DEVD-pNA absorbance 405 nm; 330,000 compounds, 0.11% hits;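 active = activation above the mean of all tested compounds plus 3 SD, cut at about 21% in these data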;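 also: 0% = DMSO alone and 100% = DMSO wells spiked with extra 5 µM PC-3 D3A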
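assay system = Procaspase-3 D3A mutant | signal = absorbance at 405 nm, 0 and 120 min | times = 1 h preincubation plus 2 h reaction at 25 °C | repeats = single replicate | read-out = % activation between DMSO and enzyme-spiked controls | medium = Zinc-free HEPES saline buffer with Triton X-100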
CTSL1 counter = blocks F. hepatica cathepsin L1 in PFM18AAP counter-screen; recombinant F. hepatica cathepsin L1, Z-Leu-Arg-MCA fluorescence; inhibition, % at 5.96 µM; 300,000 compounds, 0.49% hits; AID 1906;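 active = inhibition above the mean of all tested compounds plus 3 SD, set per screening campaign, cut at about 17% in these data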;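 also: 0% = plate median of test compound wells and 100% = 1 µM Z-Phe-Ala-diazomethylketone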
PP5 primary = inhibitors of human protein phosphatase 5 (PP5) | P53041 | purified PP5c, OMFP substrate fluorescence | inhibition, % at 6.7 µM | 320,000 compounds, 0.18% hits | AID 1987;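 active = inhibition above the campaign's mean inhibition across all tested compounds plus 3 SD, cut at about 9.5% in these data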;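 also: 0% = DMSO only and 100% = 100 µM cantharidin control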
Target sequence (P53041 whole entry, looked up): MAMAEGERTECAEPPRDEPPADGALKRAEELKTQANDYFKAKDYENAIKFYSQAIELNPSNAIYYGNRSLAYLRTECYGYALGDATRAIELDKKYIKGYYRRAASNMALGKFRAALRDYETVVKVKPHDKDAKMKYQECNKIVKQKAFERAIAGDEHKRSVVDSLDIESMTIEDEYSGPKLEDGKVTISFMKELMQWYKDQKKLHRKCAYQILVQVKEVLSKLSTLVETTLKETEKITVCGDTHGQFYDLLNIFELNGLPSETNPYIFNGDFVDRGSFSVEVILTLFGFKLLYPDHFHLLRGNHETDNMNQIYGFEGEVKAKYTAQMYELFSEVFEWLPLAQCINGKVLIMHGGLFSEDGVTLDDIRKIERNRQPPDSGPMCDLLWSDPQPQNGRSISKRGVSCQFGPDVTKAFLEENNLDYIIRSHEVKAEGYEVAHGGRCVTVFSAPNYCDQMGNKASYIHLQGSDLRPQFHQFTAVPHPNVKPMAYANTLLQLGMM
VLA-4 inh = inhibition in a human VLA-4 binding assay. VLA-4 expressing cells, ligand binding flow cytometry. inhibition, % (about 7 µM as worked out from the volumes in the protocol). 330,000 compounds, 0.2% hits. P13612; in the data active = inhibition above about 50%
GRK2 aptamer HTS = inhibitors of human GRK2 displacing RNA aptamer | 330,000 compounds, 0.59% hits | inhibition of aptamer binding, % at 10 µM | P25098 | AID 488847 | bead flow cytometry, FAM-aptamer displacement from GRK2;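 active = inhibition of aptamer binding above 40%, roughly 3 SD of noise, on plates passing a quality check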;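 also: median bead fluorescence of bound FAM aptamer so fluorescent compounds give negative values; no value below 0 was filed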
PP1 counter = blocks human PP1-alpha phosphatase, a PP5 counter-screen; AID 2235; 320,000 compounds, 0.9% hits; P62136; inhibition, % at 6.7 µM; purified PP1alpha, OMFP fluorescence;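 active = inhibition above the mean inhibition of all tested compounds plus 3 SD, computed separately for each screening campaign, cut at about 15% in these data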
Target sequence (P62136 whole entry, looked up): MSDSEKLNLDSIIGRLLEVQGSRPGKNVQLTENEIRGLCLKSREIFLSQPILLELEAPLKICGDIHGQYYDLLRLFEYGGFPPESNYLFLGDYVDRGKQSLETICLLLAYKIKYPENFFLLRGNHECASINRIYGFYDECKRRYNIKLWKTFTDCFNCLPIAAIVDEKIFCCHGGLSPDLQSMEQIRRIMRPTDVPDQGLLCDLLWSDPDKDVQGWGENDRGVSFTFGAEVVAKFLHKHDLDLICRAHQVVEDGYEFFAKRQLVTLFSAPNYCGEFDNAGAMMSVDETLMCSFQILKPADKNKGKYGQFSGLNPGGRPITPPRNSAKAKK
HCV core dimer = blocks dimerization of HCV core protein; TR-FRET GST/Flag-core106 dimerization, 1536-well; inhibition, % at 5 µM; 300,000 compounds, 0.33% hits;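 active = inhibition above the mean of all tested compounds plus 3 SD, set per screening campaign, cut at about 45% in these data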
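System: GST-tagged and Flag-tagged HCV core protein residues 1-106 / Input: core106 proteins, GST 13.5 nM and Flag 17 nM / Buffer or medium: KF-containing HEPES buffer, pH 7.45, DTT, CHAPS, BSA / Probe or stimulus: Eu-anti-GST and XL665-anti-Flag labelled anti-tag antibodies / Schedule: 4 h, 22.5 °C incubation / Technique: TR-FRET 671 and 617 nm emission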
JMJD2C inh = blocks human GASC-1 demethylase activity; GST-JMJD2C(1-420) H3K9me3 demethylation, DELFIA europium; inhibition, % at 2.35 µM; 330,000 compounds, 0.069% hits; AID 2099;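 active = more than half of a compound's replicate wells show inhibition beyond 50%, single wells judged on their own value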;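 also: signal counts dimethyl H3K9 product captured on neutravidin plate; 0% = median of DMSO wells and 100% = 0.3 times that DMSO median; strong numbers were not always called active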
* = called active by the depositor; . = no result given; & = joins results of further samples. Hits appear at their usual frequency (roughly 2.6% active in at least one column).

No.	SMILES	VLA-4 inh	CTSL1 counter	PP5 primary	HCV core dimer	PP1 counter
1	COc1ccc(N2C(=O)CC(N(CCc3ccccc3)C(=O)c3ccccc3)C2=O)cc1 (stereo not given)	2	5	-0.2	0	-1
2	CC(C)CN(C(=O)COC(=O)CCN1C(=O)c2ccccc2C1=O)C1CCS(=O)(=O)C1 (stereo not given)	-4	-7	2.6	-12	1
3	Cc1cccc(NC(=S)N(Cc2ccco2)C(C)c2cccs2)c1 (stereo not given)	-2	-2	0.2	3	-3
4	Cc1ccccc1CNC(=O)c1ccccc1N(C)S(=O)(=O)c1ccccc1	3	0	1.3	8	0
5	Cc1ccc(-n2[nH]c(C)c(C=Nc3ccc(S(=O)(=O)Nc4nc(C)cc(C)n4)cc3)c2=O)c(C)c1	-7	6	-1.9	-1	2
6	CS(=O)(=O)N(CC(=O)Nc1cccc([N+](=O)[O-])c1)c1ccccc1F	10	-2	-0.6	2	-2
7	COc1ccc(-c2nc(C#N)c(NCc3ccccc3Cl)o2)cc1OC	8	4	4.1	-13	1
8	CC(C)N(CCNC(=O)c1ccc(OCC2CCCO2)cc1)C(C)C (stereo not given)	-8	2	2.2	-5	1
9	O=C(Cn1c(-c2ccccc2)c[n+]2ccsc12)c1ccc(Br)cc1	5	-7	-0.6	-2	2
10	CCOc1ccc(Br)cc1C1=CC(=O)C[C@H](c2ccc(OC)cc2)C1	-7	.	2.1	.	1
11	CCN(CC)C(=O)c1[nH]cnc1C(=O)Nc1ccccc1	7	.	-3.5	.	-6
12	CCOC(=O)CSC1=C(C#N)C(C)C2=C(CCCC2=O)N1 (stereo not given)	3	-1	2.0	-5	-1

No.	JMJD2C inh	GRK2 aptamer HTS	proCasp3 act	procasp7 counter
1	3	2	1	-1
2	10&11	0	10	6
3	-4	3	1	-6
4	8	1	2	3
5	-1	0	2	-1
6	0	4	6	6
7	8	1	1	-2
8	-45	0	-3	-2
9	2	0	7	1
10	-2	0	6	0
11	3	1	0	0
12	-2	2	-7	-20

More results:
No.	SMILES	VLA-4 inh	CTSL1 counter	PP5 primary	HCV core dimer	PP1 counter
13	O=C(CSC1=NCCS1)NC1CCCCC1	-6	-5	2.2	1	-2
14	COc1ccc(C2c3[nH]c4ccccc4c3CCN2CCCn2cccn2)c(C)c1C (stereo not given)	0	4	0.3	9	1
15	Cc1cc(C)nc(Nc2n[nH]c(-c3ccccc3Br)n2)n1	2	-2	-1.9	1	-3
16	COc1ccc(S(=O)(=O)n2nc(OC(=O)c3cccs3)cc2NC(=O)c2cccs2)cc1	0	-13	1.0	2	1
17	CC(C)(C)c1ccc(C(=O)NCCC(=O)NCc2ccco2)cc1	3	-8	-0.4	0	1
18	CC1CC(C)CN(S(=O)(=O)c2cccc3nonc23)C1 (stereo not given)	-9	1	1.9	1	-1
19	Cc1cc(C)n(-c2nc(N(C)C)nc(N(C)C)n2)n1	15	3	1.1	-2	-2
20	CCCN(CC(=O)Nc1ccc(C(C)=O)cc1)CC(=O)Nc1ccccc1C	0	-4	3.6	-5	-1
21	COc1ccc2oc(C(=O)OCC(=O)Nc3cccc(S(=O)(=O)N4CCOCC4)c3)c(C)c2c1	24	1	2.9	15	-2
22	CS(=O)(=O)N1CCN(C(=O)c2ccc(-c3ccccc3)cc2)CC1	5	0	2.0	-1	-2
23	CCCN(C(=O)COC(=O)CNC(=O)c1ccc2ccccc2c1)c1c(N)n(Cc2ccccc2)c(=O)[nH]c1=O	0	-3	-1.1	4	-11
24	O=C(Nc1ccccc1Cl)c1ccc2nc(N3CCOCC3)sc2c1	11	5	-0.6	-2	4

No.	JMJD2C inh	GRK2 aptamer HTS	proCasp3 act	procasp7 counter
13	2	1	0	-9
14	-18	0	0	2
15	22	0	2	-2
16	0	3	-19	-3
17	-3	1	9	11
18	27	16	5	12
19	2	0	8	3
20	-8	0	-3	0
21	4	0	-3	2
22	12	0	12	1
23	6	0	0	11
24	0	0	10	-3

The closing 7 records of the part before lead into the next:
No.	SMILES	VLA-4 inh	CTSL1 counter	PP5 primary	HCV core dimer	PP1 counter
18	CC1CC(C)CN(S(=O)(=O)c2cccc3nonc23)C1 (stereo not given)	-9	1	1.9	1	-1
19	Cc1cc(C)n(-c2nc(N(C)C)nc(N(C)C)n2)n1	15	3	1.1	-2	-2
20	CCCN(CC(=O)Nc1ccc(C(C)=O)cc1)CC(=O)Nc1ccccc1C	0	-4	3.6	-5	-1
21	COc1ccc2oc(C(=O)OCC(=O)Nc3cccc(S(=O)(=O)N4CCOCC4)c3)c(C)c2c1	24	1	2.9	15	-2
22	CS(=O)(=O)N1CCN(C(=O)c2ccc(-c3ccccc3)cc2)CC1	5	0	2.0	-1	-2
23	CCCN(C(=O)COC(=O)CNC(=O)c1ccc2ccccc2c1)c1c(N)n(Cc2ccccc2)c(=O)[nH]c1=O	0	-3	-1.1	4	-11
24	O=C(Nc1ccccc1Cl)c1ccc2nc(N3CCOCC3)sc2c1	11	5	-0.6	-2	4
25	O=[N+]([O-])c1ccc(COP(=O)(O)OCc2ccc([N+](=O)[O-])cc2)cc1	12	-1	-2.6	-12	-6
26	CC(NC(=O)Nc1nnc(C(F)(F)F)s1)N1C(=O)C2C3C=CC(C3)C2C1=O (stereo not given)	-3	-6	-0.5	-4	-3
27	Cc1ccc(-n2ncc(C#N)c2/N=C/N2CCN(C)CC2)cc1	23	2	1.2	-7	0
28	CC(=O)CSc1nc(N(C)C)nc(N(C)C)n1	22	-1	1.7	1	-3
29	CSc1nc(-c2ccco2)nn1S(=O)(=O)c1ccccc1	16	-5	3.0	1	2
30	Cc1sc(NC(=O)CSc2nnnn2C2CCCCC2)c(C#N)c1C	22	5	-0.6	6	-3
31	COc1ccc(C(=O)NC2CCCc3c2cnn3-c2ccc(C)c(C)c2)c(OC)c1OC (stereo not given)	-17	2	4.0	5	-1
32	Cc1ccc(NC(=O)C2CCCN2C(=O)NC2CCCCC2)cc1 (stereo not given)	4	-3	-1.5	-1	0
33	C=CCSc1nc2ccccc2c2nc(-c3ccccc3)nn12	-4	0	1.8	-2	-3
34	CC(C)(C)c1cc(NC(=O)COC(=O)c2ccc(O)cc2O)n(-c2ccccc2)n1	2	4	2.6	-1	-3
35	COC(c1ccccc1)c1nnc(CCC(=O)NCCC(C)C)o1 (stereo not given)	5	-4	0.8	6	-3
36	Cc1cc(OCC(=O)Nc2cc(S(=O)(=O)N3CCOCC3)ccc2N2CCCC2)ccc1C(C)C	-14	2	0.6	9	1

No.	JMJD2C inh	GRK2 aptamer HTS	proCasp3 act	procasp7 counter
18	27	16	5	12
19	2	0	8	3
20	-8	0	-3	0
21	4	0	-3	2
22	12	0	12	1
23	6	0	0	11
24	0	0	10	-3
25	3	2	-13	10
26	-8	6	2	10
27	-1	0	-5	-1
28	-15	0	-1	-2
29	3	23	-5	-19
30	12	0	2	2
31	45	2	-3	1
32	-10	1	-9	3
33	11	0	5	2
34	1	0	-6	8
35	8	0	4	6
36	-4	0	4	3

(cont.)
No.	SMILES	VLA-4 inh	CTSL1 counter	PP5 primary	HCV core dimer	PP1 counter
37	CCOc1ccc2c(C)c(Cl)c(=O)oc2c1	15	-2	-1.7	18	-1
38	N#Cc1nc(-c2ccccc2)oc1NCC1CCCO1 (stereo not given)	21	0	2.6	-7	1
39	Cc1cccc(CS(=O)(=O)c2cn(CC(=O)N3CCOCC3)c3ccccc23)c1	0	-2	2.0	-3	-2
40	Cn1c(SCCN2CCOCC2)nc2sc3c(c2c1=O)CCCC3	13	0	0.5	-1	-2
41	CC1CCN(Cc2nc3c(c(=O)n(C)c(=O)n3C)n2CCc2ccccc2)CC1	-8	-8	2.7	7	4
42	CC(C)NC(=O)N(C)C[C@H]1Oc2c(NC(=O)Cc3ccccc3)cccc2C(=O)N([C@H](C)CO)C[C@@H]1C	-3	.	.	.	.
43	COC(=O)c1n[nH]n(-c2cc(Cl)cc(Cl)c2)c1=O	2	2	-2.4	0	-4
44	Cc1cccc(N(Cc2cc(=O)[nH]c3ccccc23)C(=O)C(C)C)c1	1	3	0.8	1	-6
45	Cc1cccc(C)c1Nc1nnc(SCc2nc3ccccc3c(=O)[nH]2)s1	-18	-3	1.4	0	-3
46	COc1ccc(S(=O)(=O)Nc2cc(SCC(=O)O)c(O)c3ccccc23)cc1	0	-2	4.5	-16	1
47	COC(=O)COc1ccc(S(=O)(=O)NCCC2=CCCCC2)cc1	21	-2	1.1	3	-3
48	CCN(CC(=O)NCc1cccs1)C(=O)c1cccc(S(=O)(=O)N(C)C)c1	10	.	.	.	.
49	O=C(CCl)Nc1cc(-c2ccccc2)nn1-c1ccccc1	-47	68*	4.0	1	2

No.	JMJD2C inh	GRK2 aptamer HTS	proCasp3 act	procasp7 counter
37	-4	3	-1	0
38	-1	0	-5	-4
39	1	0	5	-2
40	-5	1	-5	6
41	2	2	0	-3
42	21	0	10	6
43	-16	1	-4	4
44	-7	3	2	-6
45	-5	0	-3	1
46	17	1	-18	-41
47	-10	1	-2	-1
48	-5	1	4	17
49	1	1	-10	-4

Screens (PubChem BioAssay)
